# Compound activity from PubChem BioAssay.
# TWEAK-Fn14 inh: blocks TWEAK-Fn14 interaction in a reporter cell assay | TWEAK-stimulated Fn14 reporter cells, luciferase luminescence, 8 h | inhibition, % at 10 µM | 360,000 tested, 2% active; in the data active = inhibition above about 50%
# KKLEB cytotox: counter-screen for CF NF-kB inhibitors: cytotoxicity; KKLEB CF airway cells viability, ATPlite luminescence, overnight; active compounds read low; cells stimulated with P. aeruginosa culture filtrate; activity change (cytotoxicity), % at 5 µM; 360,000 tested, 0.36% active; AID 602141;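 active = corrected activity change at or below -50% at 5 µM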
# CF NFkB block: cystic fibrosis NF-kB activation inhibition. 360,000 tested, 0.86% active. inhibition, % at 5 µM. KKLEB NF-kB-GFP reporter, PAF-induced, GFP fluorescence overnight;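 active = at least 50% inhibition at 5 µM, scaled per plate between neutral and stimulator controls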;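 also: PAF is a Pseudomonas aeruginosa culture filtrate used as stimulus; plate controls were PAF-stimulated DMSO wells for no effect and unstimulated DMSO wells for full effect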
# TROY signal inh: TROY signaling inhibition; Q293 LMP1-TROYcd NF-kB luciferase reporter, 4 h; inhibition, % at 10 µM; 360,000 tested, 0.98% active;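 active = compounds whose plate-normalised and pattern-corrected inhibition of the luciferase reporter signal at the single screening dose is 50% or more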
# NCOA3 inh: inhibitors of human steroid receptor coactivator 3 (SRC3); inhibition, % at 3.6 µM; 360,000 tested, 0.17% active; HEK293 GAL4-SRC3 luciferase reporter, luminescence; Q9Y6Q9;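 active = inhibition above a per-campaign cutoff, the mean of all compounds plus 3 SD, cut at about 60% in these data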;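 also: 0% = DMSO-treated cells and 100% = gossypol-treated cells at 36 µM; higher means less SRC3-driven luciferase light from the GAL4 reporter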
# C8 TRAIL sens: caspase-8 TRAIL sensitization; NB7+C8 cells + TRAIL, ATPlite viability luminescence; inhibition (viability loss, TRAIL sensitization), % at 10 µM; 360,000 tested, 1% active; AID 624354;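 active = compounds causing at least 50% loss of cell viability in the single-dose screen, relative to plate controls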
# NCOA1 inh: human NCOA1 inhibition; Q15788; HEK293 GAL4-SRC1 luciferase reporter, luminescence; inhibition, % at 3.6 µM; 360,000 tested, 0.12% active; AID 588354;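 active = inhibition above the campaign mean plus 3 SD, with each screening campaign given its own cutoff, cut at about 60% in these data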;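 also: 0% = DMSO treated cells and 100% = gossypol at 36 µM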
# Target sequence (Q15788 whole entry, looked up, the tested form may be a part): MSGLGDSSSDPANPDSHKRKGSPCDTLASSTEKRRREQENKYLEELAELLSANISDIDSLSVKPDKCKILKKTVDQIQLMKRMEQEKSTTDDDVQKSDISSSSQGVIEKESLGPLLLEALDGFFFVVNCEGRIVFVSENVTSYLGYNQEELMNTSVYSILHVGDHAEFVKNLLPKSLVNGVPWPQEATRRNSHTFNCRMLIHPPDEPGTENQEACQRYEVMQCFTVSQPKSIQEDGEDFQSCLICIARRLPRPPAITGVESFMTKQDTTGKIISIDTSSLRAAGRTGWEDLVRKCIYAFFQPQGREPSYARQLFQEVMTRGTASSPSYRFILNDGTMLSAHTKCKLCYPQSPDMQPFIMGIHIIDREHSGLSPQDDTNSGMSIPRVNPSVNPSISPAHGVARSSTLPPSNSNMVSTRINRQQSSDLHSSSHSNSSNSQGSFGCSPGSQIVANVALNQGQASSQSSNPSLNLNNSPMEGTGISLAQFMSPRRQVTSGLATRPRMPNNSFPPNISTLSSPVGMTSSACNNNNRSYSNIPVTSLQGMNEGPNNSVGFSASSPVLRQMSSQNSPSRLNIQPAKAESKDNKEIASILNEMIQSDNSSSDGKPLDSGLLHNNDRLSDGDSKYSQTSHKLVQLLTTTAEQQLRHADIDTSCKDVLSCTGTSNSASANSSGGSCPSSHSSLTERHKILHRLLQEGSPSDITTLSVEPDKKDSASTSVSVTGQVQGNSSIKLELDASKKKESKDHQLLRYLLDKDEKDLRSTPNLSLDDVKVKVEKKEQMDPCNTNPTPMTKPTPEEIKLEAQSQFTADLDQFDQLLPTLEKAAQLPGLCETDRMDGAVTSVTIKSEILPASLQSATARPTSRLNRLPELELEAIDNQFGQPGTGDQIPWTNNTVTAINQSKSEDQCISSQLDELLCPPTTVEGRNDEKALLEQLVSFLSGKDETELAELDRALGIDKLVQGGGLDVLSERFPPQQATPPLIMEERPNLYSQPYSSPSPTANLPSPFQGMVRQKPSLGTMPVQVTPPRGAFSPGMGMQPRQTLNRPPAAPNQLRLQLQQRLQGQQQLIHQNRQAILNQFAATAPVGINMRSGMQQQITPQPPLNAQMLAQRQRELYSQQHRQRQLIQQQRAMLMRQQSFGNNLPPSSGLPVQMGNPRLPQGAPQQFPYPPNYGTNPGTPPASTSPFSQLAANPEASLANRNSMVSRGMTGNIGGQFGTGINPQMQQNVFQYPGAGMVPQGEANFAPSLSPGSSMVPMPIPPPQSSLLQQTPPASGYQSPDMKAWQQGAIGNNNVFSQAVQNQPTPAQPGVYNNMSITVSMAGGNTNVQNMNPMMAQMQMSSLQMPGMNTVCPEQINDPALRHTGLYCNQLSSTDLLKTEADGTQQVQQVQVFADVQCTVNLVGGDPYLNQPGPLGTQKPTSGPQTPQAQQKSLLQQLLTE
# NR5A2 inv ag: suppresses constitutive activity of human LRH-1; O00482; HEK293T StAR-luciferase reporter, LRH-1 transfected, 24 h; inhibition, % at 3.6 µM; 360,000 tested, 0.13% active; AID 602396;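 active = inhibition above the mean inhibition of all tested compounds plus 3 SD, cut at about 73% in these data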;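 also: 0% = DMSO wells and 100% = reporter-only cells lacking LRH-1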
# COUP-TFII inh: inhibitors of human COUP-TFII (NR2F2) | P24468 | inhibition, % at 8.6 µM | HEK293T NGFI-A luciferase reporter, luminescence | AID 686940 | 370,000 tested, 0.7% active;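 active = inhibition above a per-plate cutoff, mean inhibition of test wells between control levels plus 3 SD, cut at about 38% in these data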;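 also: cells cotransfected with COUP-TFII expression vector driving the NGFI-A reporter; 0% = median of COUP-TF2 test wells and 100% = reporter-only cells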
# SRC2 inh: inhibits human steroid receptor coactivator 2; Q15596; HEK293 GAL4-SRC2 luciferase reporter, luminescence; inhibition, % at 9 µM; 370,000 tested, 0.17% active; AID 651957;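 active = inhibition above the mean inhibition of all tested compounds plus 3 SD, set per campaign, cut at about 52% in these data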;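 also: 0% = DMSO treated cells and 100% = cells given Gossypol at 36 µM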
# EBV LMP1 NFkB: Epstein-Barr LMP1 NF-kappaB reporter inhibition; LMP1-induced NF-kappaB luciferase reporter cells, luminescence; inhibition, % at 12.5 µM; 350,000 tested, 0.69% active; AID 504558; in the data active = inhibition above about 41%;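 also: 0% = neutral control wells and 100% = reference inhibitor control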
# Active calls of the source: *; . = not tested or not shown. The order is random (roughly 4.2% active in at least one column).
compound	TWEAK-Fn14 inh	KKLEB cytotox	CF NFkB block	TROY signal inh	NCOA3 inh	C8 TRAIL sens	NCOA1 inh	NR5A2 inv ag	COUP-TFII inh	SRC2 inh	EBV LMP1 NFkB
CC1(OC(=O)C2CCCC2)C(=O)C=C2C=C(c3ccsc3)N(CCc3c[nH]c4ccccc34)C=C2C1=O (centres undefined)	1	0	-2	13	-13	-4	-10	-8	.	.	6
COC(=O)c1cc2nc(-c3ccc(C)cc3)cc(C(F)(F)F)n2n1	-20	21	-4	14	4	-3	5	11	6	-3	2
COc1ccc(-c2csc(Nc3ccccc3)[n+]2Cc2ccccc2)cc1	-9	-9	13	-12	-45	9	-105	3	-9	-42	-2
O=C(C[C@@H]1C/C=C/CC[C@@H](Cc2ccc(F)cc2)C(=O)OCCNC1=O)N[C@H](CO)Cc1ccccc1	1	-2	1	-3	11	-4	0	19	1	-30	-4
Cc1cc(NS(=O)(=O)c2ccc(NC(=O)CSc3nc4ncc(Cl)cc4[nH]3)cc2)nc(C)n1	7	-3	23	-1	16	-12	9	2	-6	18	-1
COc1ccc(Cl)cc1C(=O)Nc1ccc(NC(=O)c2ccco2)cc1	-16	-7	-1	-25	4	9	-5	-41	-7	-32	12
Cc1cccc(NC(=O)c2ccc(-n3cncn3)c([N+](=O)[O-])c2)c1	0	18	5	-6	-18	9	16	-23	-9	-12	7
CC(C)(C)c1ccc(NC(=S)NCCc2ccccn2)cc1	-8	-3	5	9	-3	21	-39	-6	-6	8	-1
Cc1ccc(C(c2sc3nc(C)nn3c2O)N2CCN(c3ccccc3)CC2)cc1 (centres undefined)	-20	7	-6	-8	-22	0	-5	6	8	-38	3
CCn1c(C)nc2cc(C(=O)N3N=C(CCOC)CC3(O)C(F)(F)F)ccc21 (centres undefined)	-8	-6	16	-8	14	6	-1	-11	16	-23	1

# Entries of single compounds from above:
# CC1(OC(=O)C2CCCC2)C(=O)C=C2C=C(c3ccsc3)N(CCc3c[nH]c4ccccc34)C=C2C1=O (centres undefined) is entered as TWEAK-Fn14 inh = 1; KKLEB cytotox = 0; CF NFkB block = -2; TROY signal inh = 13; NCOA3 inh = -13; C8 TRAIL sens = -4; NCOA1 inh = -10; NR5A2 inv ag = -8; COUP-TFII inh = .; SRC2 inh = .; EBV LMP1 NFkB = 6
# Cc1ccc(C(c2sc3nc(C)nn3c2O)N2CCN(c3ccccc3)CC2)cc1 (centres undefined) is entered as TWEAK-Fn14 inh = -20; KKLEB cytotox = 7; CF NFkB block = -6; TROY signal inh = -8; NCOA3 inh = -22; C8 TRAIL sens = 0; NCOA1 inh = -5; NR5A2 inv ag = 6; COUP-TFII inh = 8; SRC2 inh = -38; EBV LMP1 NFkB = 3

# Continuation:
compound	TWEAK-Fn14 inh	KKLEB cytotox	CF NFkB block	TROY signal inh	NCOA3 inh	C8 TRAIL sens	NCOA1 inh	NR5A2 inv ag	COUP-TFII inh	SRC2 inh	EBV LMP1 NFkB
COc1cccc(C(Nc2ccccn2)c2c(NC(=O)c3ccco3)sc(C)c2C)c1 (centres undefined)	8	-13	14	-10	-16	-8	-8	-13	0	-14	-12
Cc1c(NC(=O)CSc2ncccn2)c(=O)n(-c2ccccc2)n1C	12	6	-5	-2	8	-3	13	10	-13	-42	-1
CCN(CC)C(=O)COc1ccc2c3c(c(=O)oc2c1C)CCCC3	-14	2	-4	-9	-6	-2	-1	-15	1	-19	-8
O=C(COC(=O)Cc1ccccc1F)Nc1cccc(F)c1	1	0	12	-30	13	-19	-33	3	8	-32	-9
Cc1cccc(NC(=S)Nc2ccc3cn[nH]c3c2)c1	-19	-12	41	-30	-6	-8	-23	-13	-7	-9	0
Cc1ccc2c3c1C1(C(=O)N3C(C)(C)CC2C)C(C#N)=C(N)Oc2cc(O)ccc21 (centres undefined)	16	13	5	22	0	15	7	7	20	7	-7
Cc1ccc(S(=O)(=O)N2CCC(C(=O)N/N=C/c3cccn3C)CC2)cc1	12	32	-33	6	8	9	-6	-21	-3	2	4
O=C(NCc1nnc(SCC(=O)N2CCCC2)o1)c1ccco1	-4	-4	-1	-4	0	-3	-9	-39	-2	-27	1
Cc1ccccc1OCC(=O)Nc1ccc2c(c1)Cc1ccccc1-2	-58	1	8	-23	2	-5	-2	-10	.	.	-11
O=C(c1cccc(Cl)c1)N1CCC(=O)N([C@H](COCc2cccc(Cl)c2)Cc2ccccc2)CC1	-1	.	.	13	.	8	.	25	15	7	.
CCO[C@H]1OC(C(=O)NC2CC2)=C[C@@H](c2ccc(C(F)(F)F)cc2)[C@@H]1CCCO	-6	8	-4	-1	0	-23	-16	5	-1	-1	8
CCCOC(=O)c1ccc(OC(=O)c2ccco2)cc1	-33	6	-8	-12	-5	-5	-52	-11	-12	-2	-9
O=C(CCC(=O)Nc1ccc(F)cc1)N/N=C/c1cc([N+](=O)[O-])ccc1O	8	9	13	5	20	-6	-3	1	-4	-13	2
COc1ccc(CCNC(=O)COc2ncnc3ccccc23)cc1	15	0	1	8	12	-26	-6	-9	-2	-14	2
O=C(O)CCCCCN1C(=O)CSC1=S	8	1	-3	9	34	-1	4	22	45*	81*	0
CN(Cc1nc2ccc(Cl)cc2[nH]1)Cc1nc(-c2cnccn2)no1	-6	-11	12	-9	23	3	16	7	5	-23	-3
COc1ccc(C)cc1NC(=O)CN(C)S(=O)(=O)c1ccc2c(c1)CCCN2C(C)=O	-18	-13	13	-9	11	-6	-6	11	-21	21	-2
CCOc1ccc(S(=O)(=O)N2CCCCC2)cc1NC(=O)CCNC(=O)c1ccco1	11	22	-15	-1	6	-5	-14	-6	-10	-13	-6
Cc1noc(C)c1CSc1ccccc1C(=O)Nc1nccs1	2	8	-12	-1	-1	-11	5	-12	2	25	0
CN(C)CC(C)(C)CNS(=O)(=O)c1ccc(Cl)s1	15	-6	-1	-7	2	1	-5	-7	-3	5	-9

# Some of these compounds in order of the EBV LMP1 NFkB value, high to low.
mol	TWEAK-Fn14 inh	CF NFkB block	NCOA3 inh	NCOA1 inh	NR5A2 inv ag	COUP-TFII inh	SRC2 inh	EBV LMP1 NFkB
O=C(O)CCCCCN1C(=O)CSC1=S	8	-3	34	4	22	45*	81*	0
COc1ccc(C)cc1NC(=O)CN(C)S(=O)(=O)c1ccc2c(c1)CCCN2C(C)=O	-18	13	11	-6	11	-21	21	-2
CCCOC(=O)c1ccc(OC(=O)c2ccco2)cc1	-33	-8	-5	-52	-11	-12	-2	-9

# Later entries:
compound	TWEAK-Fn14 inh	KKLEB cytotox	CF NFkB block	TROY signal inh	NCOA3 inh	C8 TRAIL sens	NCOA1 inh	NR5A2 inv ag	COUP-TFII inh	SRC2 inh	EBV LMP1 NFkB
O=C(CSc1ccccc1F)OCC(=O)N1CCN(C(=O)c2ccco2)CC1	-36	-3	5	-14	10	-13	-24	17	-2	-19	-3
COc1ccc(NC(=O)[C@@H](NS(=O)(=O)c2cccc(Cl)c2)C(C)C)cc1S(=O)(=O)N1CCOCC1	-18	-13	-4	6	-3	-13	9	4	2	-6	6
Cc1nn(-c2ccccc2)c(C)c1-c1cc(C(=O)N/N=C/c2ccc(O)cc2)[nH]n1	4	3	10	22	17	50*	10	8	-27	-12	6
O=C(O)C1C2CCC(O2)C1C(=O)NCc1ccccc1Br (centres undefined)	1	9	11	-10	-10	-4	-1	1	10	-17	5
Cc1ccc(Cl)cc1NC(=S)NCCCSC1CCCCC1	-24	-4	14	32	0	1	-4	4	10	-17	-10
COc1c(C(=O)N2CCCC2)ccc2ccccc12	0	5	13	-15	3	-8	4	17	-6	-13	7
Cc1cc(/C=N/n2cnnc2)c(C)n1-c1cccc(C(=O)O)c1	-4	-2	-11	-4	7	-13	1	9	7	4	-1
Cc1cc([N+](=O)[O-])nn1Cc1ccc(C(=O)N/N=C/c2ccc(O)cc2O)cc1	-12	-18	24	14	77*	14	56	67	-3	17	-20
O=C(NCc1cccs1)C1Cc2c(-c3ccccc3Oc3ccccc3)ccnc2O1 (centres undefined)	12	-2	14	5	5	7	-4	-18	1	-24	.
Cc1ccc(S(=O)(=O)N2CCCCC2)cc1C(=O)NC1CCCCC1	-8	-6	8	2	-40	-1	-3	-2	-7	2	-5

# Five consecutive compounds already listed, quoted:
compound	TWEAK-Fn14 inh	KKLEB cytotox	CF NFkB block	TROY signal inh	NCOA3 inh	C8 TRAIL sens	NCOA1 inh	NR5A2 inv ag	COUP-TFII inh	SRC2 inh	EBV LMP1 NFkB
O=C(CSc1ccccc1F)OCC(=O)N1CCN(C(=O)c2ccco2)CC1	-36	-3	5	-14	10	-13	-24	17	-2	-19	-3
COc1ccc(NC(=O)[C@@H](NS(=O)(=O)c2cccc(Cl)c2)C(C)C)cc1S(=O)(=O)N1CCOCC1	-18	-13	-4	6	-3	-13	9	4	2	-6	6
Cc1nn(-c2ccccc2)c(C)c1-c1cc(C(=O)N/N=C/c2ccc(O)cc2)[nH]n1	4	3	10	22	17	50*	10	8	-27	-12	6
O=C(O)C1C2CCC(O2)C1C(=O)NCc1ccccc1Br (centres undefined)	1	9	11	-10	-10	-4	-1	1	10	-17	5
Cc1ccc(Cl)cc1NC(=S)NCCCSC1CCCCC1	-24	-4	14	32	0	1	-4	4	10	-17	-10

# The listing continues.
compound	TWEAK-Fn14 inh	KKLEB cytotox	CF NFkB block	TROY signal inh	NCOA3 inh	C8 TRAIL sens	NCOA1 inh	NR5A2 inv ag	COUP-TFII inh	SRC2 inh	EBV LMP1 NFkB
CC(C)CC(=O)N1CCC(O)(CS(=O)(=O)Cc2ccccc2)CC1	0	-12	4	-14	-1	-10	5	-2	-2	-11	-7
CC12CCC(=O)N1C(C(=O)Nc1cc(S(=O)(=O)N3CCCCCC3)ccc1OCC(F)(F)F)CS2 (centres undefined)	-26	-10	1	15	10	1	-9	13	7	6	5
Cc1ccc(OC(C)C(=O)N2CCN(c3ccccn3)CC2)cc1 (centres undefined)	-2	-20	-17	-15	-10	-6	-7	17	12	-14	4
Cc1ccc2c(COC(=O)c3ccccc3Cl)cc(=O)oc2c1	-37	2	21	-90	-19	1	-25	-5	-12	-23	-58
COCCCN1C(=O)C(CC(=O)NCCCCc2ccccc2)CC(C(=O)N2CCOCC2)=C1C (centres undefined)	-15	4	0	-6	-4	-1	-11	11	0	-4	0
COc1cc2c(cc1OC)C1CCc3cc4c(cc3C1N=C2)OCO4 (centres undefined)	-63	-6	-18	-49	-37	10	-52	-77	-58	-39	-4
COc1ccc(NC(=O)CSc2ccc(-c3cccnc3)nn2)c(OC)c1	-11	-2	2	19	-14	-5	-22	-8	10	-36	-5
CCOC(=O)Nc1ccc(C(=O)c2ccncc2)cc1	-8	-7	9	-6	-7	-19	-3	15	16	0	-20
Cc1occc1C(=O)NCc1cccs1	6	6	-4	6	9	0	-11	8	-8	15	9
O=C(Nc1cccc(Cl)c1Cl)c1snnc1-c1ccccc1	0	-10	0	8	10	0	10	14	14	15	8
O=C(c1cnsn1)N1CCN(c2ccccn2)CC1	-2	1	-5	15	1	-9	-5	-11	8	-8	3
O=C(COC(=O)c1ccccc1Cl)Nc1ccc2[nH]c(=O)[nH]c2c1	-1	-9	14	-4	-16	11	-11	-9	5	-20	0
